ATG4B inh: blocks human ATG4B protease cleavage of LC3 substrate; Q9Y4P1; ATG4B cleavage of LC3-PLA2, NBD-HPC fluorescence, 1 h; inhibition, % at 8.33 µM; 0.51% of 340,000 active; in the data active = inhibition above about 40%
Target sequence (Q9Y4P1 whole entry, looked up): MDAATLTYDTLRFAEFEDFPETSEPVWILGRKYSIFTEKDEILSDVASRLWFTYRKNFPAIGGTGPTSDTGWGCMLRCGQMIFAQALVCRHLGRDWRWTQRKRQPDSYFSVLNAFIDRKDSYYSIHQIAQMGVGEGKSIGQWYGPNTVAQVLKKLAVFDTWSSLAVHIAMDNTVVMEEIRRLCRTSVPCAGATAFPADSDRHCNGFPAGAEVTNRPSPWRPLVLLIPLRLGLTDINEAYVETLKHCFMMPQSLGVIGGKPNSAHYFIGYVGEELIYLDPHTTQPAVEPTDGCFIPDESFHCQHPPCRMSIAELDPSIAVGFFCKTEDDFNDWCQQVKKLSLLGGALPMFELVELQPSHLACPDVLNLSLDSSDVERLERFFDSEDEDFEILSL
A3A deaminase: inhibitors of human APOBEC3A DNA deaminase; recombinant A3A, FAM/TAMRA ssDNA deamination fluorescence; 0.41% of 330,000 active; inhibition, % at 20 µM; P31941; AID 493011;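 active = at least 40% inhibition at 20 µM here, with at most 30% in a related deaminase screen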;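 note: plate controls were A3A with DMSO for no effect and wells lacking A3A enzyme for full effect; some results filed as inactive read as strong as hits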
Target sequence (P31941 whole entry, looked up): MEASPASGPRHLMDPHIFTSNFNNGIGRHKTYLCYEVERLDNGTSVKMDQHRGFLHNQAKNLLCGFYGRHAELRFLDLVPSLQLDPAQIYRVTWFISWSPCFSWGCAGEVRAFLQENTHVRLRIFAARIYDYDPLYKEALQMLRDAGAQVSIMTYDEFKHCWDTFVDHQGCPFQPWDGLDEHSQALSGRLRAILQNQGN
hIAP act: human IAP activation; P09923; purified human IAP, CDP-Star luminescence, 30 min; hits give high values; 1 = vehicle-only enzyme, 0 = enzyme-free background; activation factor at 10 µM; 0.16% of 330,000 active; AID 2524;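 active = activation factor of the enzyme at least 2-fold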; note: the source names both 10 and 20 µM as test concentration; values of inactives mirror those of a sister screen read the other way
mIAP block: blocks mouse intestinal alkaline phosphatase; purified mouse IAP, CDP-Star luminescence, 30 min; inhibition, % at 10 µM; 0.2% of 330,000 active; AID 2806;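 active = inhibition of at least 40% at 10 µM in the primary screen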;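 note: plate controls were DMSO with enzyme for no effect and no enzyme wells for full effect; values of inactives mirror those of a sister screen read the other way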
beta cell repl: induces beta-cell replication in MIN6 cells; MIN6 cells proliferation, ATPlite luminescence, 48 h; cells starved in 0.2% serum; 100% = growth in 10% serum; proliferation, % at 10 µM; 0.29% of 330,000 active; AID 2380;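 active = compounds whose signal lies at least 3.5 SD above the mean of all wells on their plate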;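 note: 0% = DMSO-treated cells in low-serum medium and 100% = 10% serum control; some compounds called inactive have numbers as strong as hits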
APOBEC3G inh: inhibitors of human APOBEC3G DNA deaminase. Q9HC16. recombinant A3G, ssDNA deamination FAM/TAMRA fluorescence. inhibition, % at 20 µM. 0.28% of 330,000 active;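 active = inhibition of at least 40% at 20 µM, with no more than 30% in the related APOBEC3A deaminase screen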;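 note: plate controls were DMSO wells with A3G for no effect and wells lacking A3G enzyme for full effect; some compounds called inactive have numbers as strong as hits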
Target sequence (Q9HC16 whole entry, looked up): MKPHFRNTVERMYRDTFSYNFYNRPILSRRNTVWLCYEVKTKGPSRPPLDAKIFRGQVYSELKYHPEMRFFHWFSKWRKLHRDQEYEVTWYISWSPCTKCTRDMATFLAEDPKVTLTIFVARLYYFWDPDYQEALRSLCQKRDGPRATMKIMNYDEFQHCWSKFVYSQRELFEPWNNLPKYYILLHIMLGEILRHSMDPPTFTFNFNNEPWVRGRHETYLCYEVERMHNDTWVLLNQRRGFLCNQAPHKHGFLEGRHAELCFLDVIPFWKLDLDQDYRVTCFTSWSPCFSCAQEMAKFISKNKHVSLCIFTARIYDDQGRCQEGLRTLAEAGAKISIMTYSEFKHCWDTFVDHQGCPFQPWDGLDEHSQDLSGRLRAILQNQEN
MPTP inh: blocks calcium-induced mitochondrial swelling; isolated mouse mitochondria, Ca2+ swelling absorbance, 30 min; inhibition, % at 10 µM; 1.4% of 360,000 active; AID 602449;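 active = inhibition of 50% or more, scaled per plate between neutral and stimulator controls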;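 note: 0% = DMSO wells given calcium and 100% = 1 mM EGTA wells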
mIAP act: mouse IAP activation; muIAP, CDP-Star luminescence, 30 min; hits give high values; 1 = vehicle-only enzyme signal, 0 = enzyme-free wells; activation factor at 10 µM; 0.24% of 330,000 active; AID 2805;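 active = activation factor of at least 2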; note: the source names both 10 and 20 µM as test concentration; values of inactives mirror those of a sister screen read the other way
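also added = chemiluminescent substrate CDP-Star | test system = mouse IAP enzyme | signal = chemiluminescence readout | compound = DMSO-dissolved test compounds | incubation = 30 min at room temperature | benchmarks = DMSO wells, no-enzyme wells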
hIAP inh: blocks human intestinal alkaline phosphatase; 0.12% of 330,000 active; P09923; purified IAP, CDP-Star luminescence, 30 min; inhibition, % at 10 µM;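 active = inhibition reaching a set limit with compound at 10 µM in the primary screen, cut at about 35% in these data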;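 note: plate controls were DMSO wells with enzyme for no effect and no-enzyme buffer wells for full effect; values of inactives mirror those of a sister screen read the other way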
The depositor's hits bear a star.

SMILES | ATG4B inh | A3A deaminase | hIAP act | mIAP block | beta cell repl | APOBEC3G inh | MPTP inh | mIAP act | hIAP inh
Nc1n[nH]c(N)c1N=Nc1cccc(C(F)(F)F)c1 | -6 | -4 | 1.3 | 7 | -3 | -9 | 0.0 | 0.93 | -34
COc1ccc2c(C(=O)c3ccc(C)cc3)n(CCCC(N)=O)[n+]([O-])c2c1 | 0 | -2 | 0.85 | 4 | -2 | -6 | 0.0 | 0.96 | 15
CCc1cc(C(=O)N/N=C/c2c(C)[nH]c3ccccc23)cs1 | -11 | -2 | 0.84 | -10 | 1 | 0 | -1.1 | 1.1 | 16
CCOC(=O)c1ccccc1NC(=O)C=C(C)C | 9 | 2 | 0.85 | -9 | 0 | 2 | -0.5 | 1.1 | 15
CCOC(=O)C(=O)c1csc(NC(=O)COc2ccc(N(C)S(=O)(=O)c3ccc(F)cc3)cc2)n1 | -9 | 5 | 1.1 | 4 | -1 | 4 | 3.1 | 0.96 | -11
O=C(CCCn1c(=S)[nH]c2ccccc2c1=O)N1CCOCC1 | -10 | -4 | 0.85 | -4 | 0 | -7 | -0.3 | 1 | 15
CC(C)(O)C#Cc1ccc(CN2CCCC(CO)(Cc3cccc(Cl)c3)C2)cc1 (stereo not given) | 18 | 3 | 0.97 | -8 | -5 | 3 | 2.0 | 1.1 | 3
Cc1ccc(NC(=O)COC(=O)COc2ccc3ccc(=O)oc3c2)cc1[N+](=O)[O-] | -5 | 0 | 0.91 | 10 | -2 | 0 | -2.8 | 0.91 | 10
CCNC(=O)NC1c2ccccc2CSc2ccccc21 (stereo not given) | -3 | -2 | 1 | -49 | -3 | -5 | 1.4 | 1.5 | -4
Cc1ccc(-n2cc(S(=O)(=O)c3ccc(C)cc3)[nH]c2=O)cc1 | 12 | -2 | 0.81 | 1 | -1 | -7 | 1.0 | 0.99 | 20
CCN(CC)C(=O)CSc1nc(Cc2ccccc2)nc2ccccc12 | -2 | -2 | 0.85 | 1 | 0 | -2 | -0.7 | 0.99 | 15
O=C(O)c1ccc(Nc2ncnc3scc(-c4ccccc4)c23)cc1 | 4 | 1 | 1 | 1 | -2 | -2 | -0.7 | 0.99 | -4
Cc1cc(C)cc(OCC(=O)OCC(=O)c2cc(C)n(C3CC3)c2C)c1 | 10 | -2 | 0.92 | -3 | -2 | -6 | 0.3 | 1 | 8
CCOc1ccccc1NC(=O)Cn1nc(-c2ccco2)ccc1=O | 0 | 1 | 0.86 | 6 | 0 | -10 | -0.3 | 0.94 | 14
CC1CN(C(=S)Nc2ccc(S(N)(=O)=O)cc2)CC(C)O1 (stereo not given) | -1 | 1 | 0.95 | -3 | 3 | -1 | -0.5 | 1 | 5
CCC1(C)N([O-])C(C)=C(c2ccccc2)[N+]1=O (stereo not given) | -4 | -6 | 0.95 | -4 | 0 | -6 | -3.5 | 1 | 5
CCN(CC)CCn1c(SCC(=O)NCCC2=CCCCC2)nc2c(sc3ccccc32)c1=O | 0 | 3 | 1.1 | 9 | -7 | -3 | 12 | 0.91 | -15
Cc1c(C)c2c(OCC(=O)O)cc3c(c2oc1=O)CCC(C)(C)O3 | 7 | -3 | 1.1 | -3 | 0 | -4 | -0.3 | 1 | -7
COc1ccc2nc3ccccc3nc2c1NC(=O)c1ccccc1Cl | 4 | 8 | 0.97 | -16 | 1 | 5 | -0.6 | 1.2 | 3
CC(=O)/C(=N\Nc1ccc(C)cc1)N1CCOCC1 | 8 | -3 | 0.66 | 3 | -2 | -6 | 2.1 | 0.97 | 34
Cc1cc(C(=O)COC(=O)c2ccncc2)c(C)n1Cc1ccco1 | 10 | 1 | 0.98 | -3 | -4 | -8 | 0.7 | 1 | 2
CCOc1ccc(CCNC(=O)COC(=O)Cc2ccc(F)cc2)cc1OCC | 2 | -4 | 1.1 | 4 | -2 | -10 | 0.1 | 0.96 | -6
CCOc1ccc(NC(=O)c2cccc(NC3=NC4CS(=O)(=O)CC4S3)c2)cc1 (stereo not given) | -14 | -3 | 0.75 | -6 | 1 | -7 | -2.1 | 1.1 | 25
OCc1nc2ccccc2n1Cc1c(F)cccc1Cl | -1 | 0 | 1 | 7 | 0 | -5 | 0.4 | 0.93 | -2
Cc1cc(OCCCCN2C(=O)NC(C)(C)C2=O)ccc1[N+](=O)[O-] | 8 | -4 | 0.91 | 0 | -2 | -4 | -1.4 | 0.99 | 9

(cont.)
SMILES | ATG4B inh | A3A deaminase | hIAP act | mIAP block | beta cell repl | APOBEC3G inh | MPTP inh | mIAP act | hIAP inh
COc1ccc(/C=C2\N=C(C)N(c3ccc4ccccc4c3)C2=O)cc1OC | 2 | 1 | 1 | 8 | -1 | -3 | 2.7 | 0.92 | -2
COc1ccc(N(C(=O)Cn2nnc3ccccc32)C(C(=O)NC(C)(C)C)c2ccc(OC)c(O)c2)cc1 (stereo not given) | -6 | -3 | 0.9 | 2 | -1 | -15 | -1.3 | 0.97 | 10
Cc1cc(C)nc(-n2nc(C)cc2NC(=O)CNCc2ccccc2)n1 | 11 | -4 | 1.1 | -9 | -1 | -5 | -1.6 | 1.1 | -7
CCOC(=O)CC(=O)NC(CC(=O)OC)c1ccc(Br)cc1 (stereo not given) | -2 | 4 | 0.92 | 10 | -2 | -13 | 3.4 | 0.9 | 8
CC(=O)c1cccc(NC(=O)COC(=O)CC2CC3CCC2C3)c1 (stereo not given) | -3 | -2 | 1.2 | 9 | 2 | -3 | 0.0 | 0.91 | -18
O=C(c1ccccc1F)N1CCN(c2ccc([N+](=O)[O-])c(N3CCOCC3)c2)CC1 | -6 | 3 | 0.88 | 6 | 1 | 4 | 0.1 | 0.94 | 12
CCOC(=O)CN(C(=O)COc1nc(-c2ccccc2)cc(C)c1C#N)c1cccc(OC)c1 | -11 | 6 | 0.9 | 0 | -5 | 1 | 6.5 | 0.99 | 10
COc1ccc2nc3oc(C(=O)NC4CCN(Cc5ccccc5)CC4)cc3cc2c1 | 1 | -1 | 0.85 | 9 | -4 | -5 | 0.3 | 0.91 | 15
CCCC(=O)c1ccc(N2CCN(S(=O)(=O)c3ccc(C)cc3)CC2)c(F)c1 | 7 | -5 | 1.1 | -5 | -3 | -4 | 6.0 | 1 | -7
Cc1ccccc1CN1C[C@@H]2C[C@@H](c3cnc(N4CCOCC4)s3)N3CCC[C@@]23C1=O | -5 | -2 | 1 | -1 | -4 | -9 | 0.4 | 1 | -1
O=C(CN1C(=O)c2cccnc2Oc2ccc(Cl)cc21)Nc1ccc(F)cc1 | -5 | -2 | 0.76 | 16 | -3 | -6 | -0.2 | 0.84 | 24
Oc1ccccc1OCCOc1ccccc1OCCOc1ccccc1O | -4 | 6 | 1.1 | -1 | -3 | 9 | 3.8 | 1 | -6
CCOCCCNC(=O)CCS(=O)(=O)Cc1ccc(C)cc1 | -7 | -4 | 0.89 | 7 | -3 | -10 | 0.8 | 0.93 | 11
Cc1cc(/C=C(\C#N)C(=O)Nc2ccc(Cl)cc2)c(C)n1-c1ccc(N2CCOCC2)c([N+](=O)[O-])c1 | -2 | 3 | 1 | 7 | -3 | 0 | -12 | 0.93 | -3
O=C(O)c1ccc(Br)c(S(=O)(=O)N2CCCC2)c1 | 11 | -2 | 1.1 | 0 | 7 | -7 | 0.1 | 1 | -6
CCOc1cc(C2C(C(=O)N3CCCCC3)=C(C)NC3=C2C(=O)CC(C)(C)C3)ccc1O (stereo not given) | 2 | -4 | 1 | 3 | 2 | -10 | 2.8 | 0.97 | -3
Cc1ccc(S(=O)(=O)N2CCCC2CNC(=O)c2ccccc2)cc1 (stereo not given) | -10 | 0 | 1 | 3 | -3 | -6 | 1.6 | 0.97 | -5
COc1cccc(CN2CCN(C(=O)CC(C)C)CC2)c1 | -18 | -7 | 0.94 | 1 | -1 | -11 | 0.2 | 0.99 | 6
CN(C1(C)CCS(=O)(=O)C1)S(=O)(=O)c1ccc(F)cc1 (stereo not given) | 1 | 0 | 0.96 | 2 | -1 | -7 | 0.3 | 0.98 | 4
COc1cccc(N(CC(=O)NC2CCCC2)C(=O)Cn2nnc(-c3ccc(C)o3)n2)c1 | -8 | 1 | 0.99 | 0 | 0 | -4 | 0.7 | 1 | 1
CCc1ccc(NC(=O)CC2C(=O)N(c3ccc(OC)cc3)C(=O)N2CCOC)cc1 (stereo not given) | -4 | -5 | 0.84 | 4 | 0 | -1 | 0.2 | 0.96 | 16
CCN1CCN(CCNC(=O)c2ccc3c(c2)NC(=O)/C(=C\c2ccc(OC)c(OC)c2)S3)CC1 | -10 | 3 | 0.94 | 3 | -4 | 7 | -2.6 | 0.97 | 6
COc1ccc(C2=CC3=C(Br)C(=O)C(C)(OC(=O)c4ccco4)C(=O)C3=CO2)cc1 (stereo not given) | 82* | 20 | 0.99 | 13 | -6 | -6 | 3.0 | 0.87 | 0
O=c1c2ccccc2oc2ccc(Oc3ccccc3)cc12 | 12 | 0 | 1 | 4 | -4 | 4 | 1.0 | 0.96 | 0
COc1ccc(OCCCN2CCCC(C)C2)cc1 (stereo not given) | 13 | -2 | 0.95 | -6 | 1 | 0 | -0.7 | 1.1 | 4

Continued.
SMILES | ATG4B inh | A3A deaminase | hIAP act | mIAP block | beta cell repl | APOBEC3G inh | MPTP inh | mIAP act | hIAP inh
COc1cc(CN2CCN(c3cccc(C)c3C)CC2)cc(OC)c1O | -1 | -5 | 0.92 | -7 | -3 | -7 | 0.9 | 1.1 | 8
Cc1csc(=O)n1CC(=O)OCC(=O)N(CC(C)C)c1c(N)n(Cc2ccccc2)c(=O)[nH]c1=O | -1 | -1 | 1 | -2 | 4 | -8 | -0.6 | 1 | -3
Cc1ccc(C)c(COC(=O)c2cccc(S(=O)(=O)N3CCCC3)c2)c1 | -1 | -5 | 1.2 | 3 | -6 | 1 | -0.7 | 0.97 | -15
O=C(c1ccc([N+](=O)[O-])cc1)N1CCN(C(=O)c2ccco2)CC1 | -13 | -2 | 1 | 6 | -1 | -6 | 0.5 | 0.94 | 0
CCC(C)(C)C1CCc2[nH]nc(C(=O)NN)c2C1 (stereo not given) | -6 | 3 | 1.8 | 4 | -4 | 9 | 2.9 | 0.96 | -80
COc1ccc(COc2ccccc2C(N)=O)cc1F | -3 | 0 | 0.99 | -4 | -1 | -2 | 1.6 | 1 | 1
CN(C(=O)CN1C(=O)/C(=C/c2ccc(F)cc2)SC1=S)C1CCS(=O)(=O)C1 (stereo not given) | -3 | -3 | 1.4 | 9 | -6 | -3 | 0.1 | 0.91 | -37
Cc1cc(C)c2c(-n3cccc3)nn(CC#N)c2n1 | 20 | 0 | 1.1 | -15 | 7 | -8 | 2.5 | 1.1 | -15
CCCCCOc1ccc(Br)cc1/C(C)=N/NC1=NCCN1 | 1 | 2 | 0.86 | 1 | -3 | -3 | 93* | 0.99 | 14
O=C(Nc1ccc(N2CCOCC2)cc1)c1ccc(COc2ccccc2)cc1 | 3 | -3 | 1.1 | 0 | 2 | -6 | 1.4 | 1 | -6
CC1(C)Cc2ccccc2C(N)=C1C#N | 3 | -3 | 0.87 | -4 | 1 | -5 | -2.2 | 1 | 13
Cc1ccc(SCC(=O)NCCSCc2ccccc2)cc1 | -2 | 2 | 0.91 | -9 | -1 | -6 | 0.8 | 1.1 | 9

A draw from above in order of formula weight, rising:
SMILES | ATG4B inh | A3A deaminase | hIAP act | mIAP block | beta cell repl | APOBEC3G inh | MPTP inh | mIAP act | hIAP inh
CCc1cc(C(=O)N/N=C/c2c(C)[nH]c3ccccc23)cs1 | -11 | -2 | 0.84 | -10 | 1 | 0 | -1.1 | 1.1 | 16
CCOCCCNC(=O)CCS(=O)(=O)Cc1ccc(C)cc1 | -7 | -4 | 0.89 | 7 | -3 | -10 | 0.8 | 0.93 | 11
Cc1ccccc1CN1C[C@@H]2C[C@@H](c3cnc(N4CCOCC4)s3)N3CCC[C@@]23C1=O | -5 | -2 | 1 | -1 | -4 | -9 | 0.4 | 1 | -1

Screening data (PubChem)
